# ATXN2 expr inh = reduces ATXN2 reporter expression in HEK-293 cells; hit rate 0.72% among 360,000; Potency, µM (series often up to 57 µM), inactives show at the highest dose activity change, negative = inhibition, most hits filed as inhibitors; AID 1745845; HEK-293 ATXN2-luciferase reporter, luminescence, 24 h; further: potency means the concentration at half of the fitted maximal effect; on the % scale 0 is the no-effect control and ±100 the full control effect; nearly all actives have a fitted effect of over 55% in size
#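 ATXN2-luciferase reporter cells (luciferase flanked by upstream and downstream ATXN2 gene portions) were treated 24 h at 37 °C with compounds at up to 57 uM. SteadyGlo luminescence gave expression; GF-AFC fluorescence gave viability.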
# HepG2 tox = HepG2 cytotoxicity, counter-screen for TGF-b inhibitors; HepG2 CAGA-GFP viability, ATP luminescence, 18 h; hit rate 0.76% among 410,000; Potency, µM (series often up to 46.1 µM), for inactives: at the highest dose activity change, negative = cytotoxicity, hits mostly cytotoxic; further: potency means the concentration at half of the fitted maximal effect; some results filed as inactive show a strong effect at the top dose
#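 HepG2 CAGA-GFP cells (1000/well, DMEM with 1% FBS) received compound, then TGF-beta at 500 pg/mL final, and were incubated 18 hours at 37 degrees C. Viability was read by CellTiter-Glo luminescence. Media-only wells were set as complete cell-killing and DMSO as no toxicity.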
# ATXN viability = reduces viability in counter-screen for ATXN expression inhibitors | S2 cells (HEK-293 line with an ATXN2-luciferase reporter) viability, CellTiter-Fluor protease fluorescence, 24 h | hit rate 0.49% among 400,000 | Potency, µM (top dose mostly 56.7 µM), hits mostly cytotoxic | AID 651635; further: potency means the concentration at half of the fitted maximal effect; nearly all actives have a fitted effect of over 40% in size
# KB-3-1 tox = kills parental KB-3-1 adenocarcinoma cells | KB-3-1 viability, CellTiter-Glo ATP luminescence, 72 h | Potency, µM (titrated, usually from 46.1 µM), inactives show top-dose activity change, negative = cytotoxic, usual class: cytotoxic | hit rate 1.4% among 400,000 | AID 1347075; further: potency means the concentration at half of the fitted maximal effect; on the % scale 0 is the no-effect control and ±100 the full control effect; nearly all actives have a fitted effect of over 60% in size
#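 Here the drug-naive KB-3-1 line serves as comparator for MDR sub-line selectivity; cells received compound titrations, 72 h at 37 °C, then CellTiter-Glo readout.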
# HT1080 IDH1KD tx = kills HT-1080 cells with IDH1 knockdown; HT-1080 IDH1 knockdown viability, ATP luminescence, 48 h; Potency, µM (series often up to 46.1 µM), for the others: at the top dose activity, negative = toxicity, most hits filed as cytotoxic; hit rate 2% among 360,000; AID 686971;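 further: potency means the concentration at half of the fitted maximal effect; 0% = DMSO wells and -100% = cell-free medium wells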
#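 After a 2 h attachment period, IDH1KD HT-1080 cells took pin-transferred compound for 48 h at 37 °C; ATP-based luminescence after 10 min room-temperature reagent incubation reported viability.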
# IL1B secr inh = blocks inflammasome-driven IL-1 beta release; THP-1 LPS/ATP IL-1B secretion, AlphaLISA, 16 h; stronger effect = lower value; AID 743279; hit rate 4.7% among 360,000; activity change, % at 57.5 µM; in the data active means activity change below about -50%; inconclusive means mostly about -30% to -49%; further: on the % scale 0 is the no-effect control and ±100 the full control effect
#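 Secreted IL-1B measured by AlphaLISA bead assay after 16 h compound exposure of THP-1 cells; compounds (final up to 57.5 uM) added 1 h before LPS (250 ng/mL) and ATP (1.25 mM) stimulation; lower signal means less secretion.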
# SW480 rerep = inducers of DNA re-replication in SW480 colon cancer cells; SW480 DNA re-replication, Hoechst DNA content imaging, 48 h; Potency, µM (titrated, usually from 46.1 µM), inactives show at the highest dose re-replication activation, actives largely listed as activators; hit rate 1.8% among 340,000; AID 624297; further: potency means the concentration at half of the fitted maximal effect; % of control where 0% means no effect; nearly all actives have a fitted effect of over 55% in size
#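 Cells (250 per well) received 23 nL compound or DMSO by pin tool and were kept 48 hr at 37 C, 5% CO2. Nuclei were then stained with Hoechst for 40 min and scanned for DNA content.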
# HT1080-NT tox = kills 2HG-producing HT-1080-NT fibrosarcoma cells; HT-1080-NT fibrosarcoma viability, CellTiter-Glo ATP luminescence, 48 h; Potency, µM (doses to about 46.1 µM), without a hit: at the highest dose activity, negative = less viability, actives largely listed as cytotoxic; hit rate 1.6% among 360,000; AID 686970;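 further: NT is the 2HG producing partner of a matched IDH1 knockdown line; potency means the concentration at half of the fitted maximal effect; 0% = DMSO-treated cells and -100% = media-only wells without cells; nearly all actives have a fitted effect of over 55% in size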
#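 Luminescent CellTiter-Glo readout after 48 hours of compound exposure at 37 degrees C defined viability of HT-1080-NT cells. Activity was normalized to DMSO wells and cell-free media wells; concentration-response curves were fitted and assigned curve classes.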
# MCF10A rerep = induces DNA re-replication in MCF 10a normal breast cells; hit rate 2.9% among 350,000; MCF 10A DNA re-replication, Hoechst nuclear intensity, 48 h; Potency, µM (doses to about 46.1 µM), for the others: at the top dose activity, positive = re-replication, most hits filed as activators; further: potency means the concentration at half of the fitted maximal effect; % of control where 0% means no effect; nearly all actives have a fitted effect of over 50% in size
# Starred values were filed as active, the others as inactive; i = inactive; ? = inconclusive; nt = no result given; [ ] = remark or other dose. Unless noted, the call rests on the fitted dose curve; in most records, active means well fitted curve in the direction sought with a large enough effect; inconclusive means small, poorly fitted or top-dose-only effect, or another doubt; inactive means no such curve, though single readings can be large; an effect the other way counts as inactive or inconclusive. Not a hit list. About 8.9% of those tested had a hit in this group.
Molecule	ATXN2 expr inh	HepG2 tox	ATXN viability	KB-3-1 tox	HT1080 IDH1KD tx	IL1B secr inh	SW480 rerep	HT1080-NT tox	MCF10A rerep
O=C(CCCc1cccs1)NCCc1c[nH]c2ccccc12	nt	0.3%	i	-4.6%	10.8%	8.7	-15.0%	6.0%	0.2%
N#CC(C#N)=Cc1cnc(N2CCN(c3ccccc3)CC2)s1	-3.9%	-11.1%	i	23.4%	10.9%	-8.0	3.9%	12.7%	3.2%
O=S1(=O)N[C@@H](c2ccccc2)COc2cc(Br)ccc21	-3.6%	-14.9%	i	-2.8%	1.2%	-6.5	nt	4.6%	nt
COc1cc(/C=N\NC(=O)Cn2nnc3ccccc32)cc(OC)c1OC	-19.6%	-6.5%	i	-3.0%	0.8%	-3.8	-4.3%	-2.4%	1.6%
O=C(CSc1ncnc2c1nnn2Cc1ccccc1)NC1CCCC1	4.9%	12.5%	i	12.1%	0.2%	?	-0.7%	10.4%	18.2%
CC1(c2ccc3c(c2)OCCCO3)NC(=O)N(CC(=O)NCCc2ccc(F)cc2)C1=O (stereo unspecified)	nt	1.2%	i	-7.3%	12.8%	-5.0	nt	5.4%	nt
COc1cc(COC(=O)c2cnc(C)cn2)c(OC)cc1Br	8.6%	1.8%	i	11.8%	2.3%	23.6	-3.8%	16.4%	-2.2%
Cc1ccnc(SCC(=O)N2CCN(C(c3ccccc3)c3ccccc3)CC2)n1	9.2%	-1.4%	i	0.0%	14.3%	-8.8	-3.1%	3.1%	-183.3%[0.0737 µM]
CC(C)OCCCNC(=O)c1ccc2c(c1)ncn2C1CCCC1	16.7%	-10.9%	i	2.8%	-0.9%	-29.1	-1.7%	1.8%	1.6%
COc1cc([N+](=O)[O-])ccc1NC(=O)COC(=O)CCOc1ccc(C)cc1	7.8%	-22.5%	i	?	?	-81.7*	99.5%	20.6µM*	?
O=c1cnnc(SCc2ccc([N+](=O)[O-])cc2)[nH]1	-5.9%	-1.4%	i	15.1%	-1.5%	0.0	?	-8.8%	1.3%
Cc1nc2ccc(Cl)cc2c(-c2ccccc2)c1CC(=O)O	0.0%	-18.1%	?	3.7%	16.9%	19.9	-1.9%	1.3%	?
CC(C)(C)NC(=O)C(c1ccc(-c2ccccc2)cc1)n1c(=O)c(-c2cc3ccccc3[nH]2)nc2ccccc21 (stereo unspecified)	nt	nt	nt	?	-15.9%	91.4	nt	1.8%	nt
Cc1c(C(=O)NNC(=O)c2ccccc2O)oc2ccc(Br)cc12	2.4%	-30.8%	i	?	-22.7%	18.5	?	-29.8%	-3.5%
COc1ccc(C2Nc3ccccc3C(=O)N2c2ccc(F)cc2)cc1CSc1ccccn1 (stereo unspecified)	3.1%	-11.2%	i	-22.2%	1.0%	22.3	2.2%	-3.8%	?
CCOc1ccc(C(=O)c2cn(CC(=O)Nc3ccc(F)cc3)c3cc4c(cc3c2=O)OCCO4)cc1	-6.6%	-18.0%	i	-8.8%	nt	nt	nt	nt	nt
O=c1ccn([C@@H]2O[C@H](CNCc3ccccc3OCc3ccc(Cl)cc3Cl)[C@@H](O)[C@H]2O)c(=O)[nH]1	-11.5%	-36.3%	i	0.0%	-13.7%	-18.1	nt	-17.6%	nt
O=C(/C=C/c1ccc([N+](=O)[O-])cc1)N1CCN(S(=O)(=O)c2ccccc2)CC1	-19.8%	-5.8%	?	-9.7%	-7.4%	-1.5	-2.1%	1.8%	2.3%
CC(=O)NC(CC(=O)N(Cc1ccccc1)c1ccc(C)cc1)c1ccccc1 (stereo unspecified)	6.3%	-12.0%	i	0.5%	6.2%	24.2	-3.4%	6.8%	-1.4%
Cc1nnsc1C(=O)NC1CCCCC1	2.4%	-1.7%	i	-9.1%	-5.4%	19.5	-11.2%	14.7%	-5.5%
CCOC(=O)[C@H]1[C@H]2COc3ccc(OC)cc3[C@@H]2N2C(=O)CN(Cc3ccc(F)cc3)C(=O)[C@@]12C	8.6%	-4.4%	i	2.6%	-0.9%	11.5	3.3%	-1.1%	23.4%
CCOC(=O)c1cc2c(=O)n3ccccc3nc2n(CCOC)c1=NC(=O)c1cc2ccccc2o1	12.6%	-16.7%	i	?	nt	nt	nt	nt	nt
CN(C)C(=O)c1ccc(NC(=O)c2ccccc2-c2ccccc2)cc1	-1.0%	11.5%	i	7.5%	0.9%	-10.7	-2.4%	0.4%	-3.3%
Cc1ccc(C)c2nc(SCC(=O)N3CCCc4ccccc43)c(C#N)cc12	-13.8%	-14.5%	i	12.8%	13.9%	11.2	-1.2%	-4.2%	?
CC(=O)Nc1ccc(Nc2nc(C)c([N+](=O)[O-])c(Nc3ccc(NC(C)=O)cc3)n2)cc1	10.2%	-1.0%	i	24.9%	0.0%	-4.9	-4.5%	2.5%	20.3%
Cc1cc(C2N=C(N)Nc3nc4ccccc4n32)c(C)n1-c1ccccc1Cl (stereo unspecified)	-10.0%	-41.2%	i	15.1%	?	-56.3*	?	?	20.0%
c1cnc(Sc2ccc3nnnn3n2)nc1	10.0%[11.3 µM]	4.2%	i	1.0%	7.6%	-13.3	?	6.0%	-1.1%
CSc1nc(SC)c2c3c(oc2n1)COC(C)(C)C3	7.5%	-2.7%	i	-2.8%	7.9%	36.2	0.3%	11.2%	4.2%
Cc1cccc(-n2ncc3c2CCCC3NC(=O)CCN2CCCO2)c1C (stereo unspecified)	1.3%	-31.3%	i	?	2.3%	i	0.7%	-4.5%	-6.9%
CCCCN(C(=O)CSCc1ccc(C)cc1)c1c(N)n(CCC)c(=O)[nH]c1=O	-7.5%	6.5%	?	0.1%	0.0%	3.0	-2.1%	1.4%	7.5%
CCC(C)(C)NC(=O)C(c1ccc(F)cc1)N(Cc1cccc(OC)c1)C(=O)c1cnccn1 (stereo unspecified)	0.3%	2.1%	i	-1.0%	14.2%	-8.5	-1.9%	6.9%	7.0%
O=C(/C=C/c1ccco1)c1cccc([N+](=O)[O-])c1	1.2%	0.7%	i	6.8%	3.7%	?	2.3%	2.2%	14.4%
Cc1ccc(NC(=O)c2cc3ccccc3oc2=O)cc1S(=O)(=O)N(C)C	?	-1.9%	i	-1.3%	4.5%	29.9	18.9%	2.4%	-6.3%
CCOc1ccc(CC(=O)NNC(=O)/C=C/C(=O)O)cc1	0.0%	-26.1%	i	9.8%	21.1%	0.1	-67.0%[inhibitor]	-13.7%	?
CCCN1CCN(CCCNC(=O)CCN2C(=O)COc3ccccc32)CC1	7.8%	14.7%	i	15.9%	8.6%	2.0	-1.1%	4.3%	0.0%
CCC(C)NC(=O)c1oc2ccc(S(=O)(=O)N3CCC4(CC3)OCCO4)cc2c1C (stereo unspecified)	-20.1%	-17.7%	nt	3.6%	5.2%	-1.4	-1.4%	-0.2%	4.8%
COCCNc1sc(S(=O)(=O)c2ccc(C)cc2)nc1S(=O)(=O)c1ccc(C)cc1	11.1%	2.2%	i	-17.3%	nt	nt	nt	nt	nt
CC(=O)c1cccc(NC(=O)CC(c2ccc(C)cc2)N2Cc3ccccc3C2=O)c1 (stereo unspecified)	-13.1%	-16.1%	i	-3.0%	nt	nt	nt	nt	nt
Cc1ncc(CO)c(/C=N/NC(=S)Nc2ccc(F)cc2)c1O	?	-28.1%	i	?	?	50.0	?	-28.5%	?
COc1ccc(/C=N/Nc2cc(C)nc(N)n2)cc1	15.6%	5.4%	i	?	-13.8%	-0.2	-115.7%[inhibitor]	-1.7%	17.1%
CC(=O)Nc1ccc(NS(=O)(=O)c2ccccc2)c2ccccc12	-24.8%	-5.5%	?	12.6%	13.3%	-14.0	-6.4%	-2.1%	-3.4%
Cn1ccc2c(N3CCC3)cc3c(c21)C1CCC3O1 (stereo unspecified)	8.0%	-3.0%	i	0.0%	8.1%	5.7	nt	4.8%	nt
OC(c1ccccc1)(c1ccccc1)C1CCN(CCCOc2cccc(OC(F)(F)F)c2)CC1	?	nt	nt	?	16.4µM*	-51.0*	nt	18.4µM*	nt
CCOc1cccc(C2C(C(=O)c3ccc(C)o3)=C(O)C(=O)N2CCCn2ccnc2)c1 (stereo unspecified)	7.5%	-0.5%	i	7.5%	9.5%	13.4	?	5.6%	-30.7%
O=C(CSc1nc2c(oc3ccccc32)c(=O)n1Cc1ccco1)Nc1cccc(Cl)c1	2.8%	-9.9%	i	-2.5%	nt	nt	nt	nt	nt
COc1cccc(-n2c(CNC(=O)OC(C)(C)C)n[nH]c2=S)c1	-11.6%	2.2%	i	-0.9%	-2.7%	38.0	0.4%[9.22 µM]	-2.8%	4.1%
NC(=O)CCCCC1CCSS1 (stereo unspecified)	1.0%	nt	i	nt	nt	nt	-4.0%	nt	6.5%
Cc1cc(NC(=O)CCNS(=O)(=O)c2ccc3[nH]c(=O)oc3c2)ccc1Br	12.7%	-12.0%	i	19.7%	-1.7%	0.0	-6.4%	-3.8%	5.5%

# Reformatted with values under each structure: 3 of the compounds above.
# Results follow in this order: ATXN2 expr inh, HepG2 tox, ATXN viability, KB-3-1 tox, HT1080 IDH1KD tx, IL1B secr inh, SW480 rerep, HT1080-NT tox, MCF10A rerep
COc1ccc(/C=N/Nc2cc(C)nc(N)n2)cc1
    15.6%, 5.4%, i, ?, -13.8%, -0.2, -115.7%[inhibitor], -1.7%, 17.1%
CC(=O)Nc1ccc(NS(=O)(=O)c2ccccc2)c2ccccc12
    -24.8%, -5.5%, ?, 12.6%, 13.3%, -14.0, -6.4%, -2.1%, -3.4%
Cn1ccc2c(N3CCC3)cc3c(c21)C1CCC3O1 (stereo unspecified)
    8.0%, -3.0%, i, 0.0%, 8.1%, 5.7, nt, 4.8%, nt

# Screens deposited in PubChem by National Center for Advancing Translational Sciences (NCATS).
